Source: PubChem BioAssay (several laboratories)
GDH-TPI counter = counter-screen for M. tuberculosis FBA inhibitors: GDH-TPI coupled enzymes | GDH-TPI coupled enzyme counterscreen, NADH absorbance | inhibition, % at 4.8 µM | 1.2% of 360,000 active;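 also: 0% = DMSO wells and 100% = wells lacking the enzyme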
Rv3671c inh = inhibitors of M. tuberculosis serine protease Rv3671c. P9WHR9. inhibition, % at 5.96 µM. 0.048% of 320,000 active. AID 2606; in the data active = inhibition above about 38%;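 also: extracellular domain of Rv3671c used as enzyme; 0% = enzyme with DMSO and 100% = no enzyme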
Target sequence (P9WHR9 whole entry, looked up, the tested form may be a part): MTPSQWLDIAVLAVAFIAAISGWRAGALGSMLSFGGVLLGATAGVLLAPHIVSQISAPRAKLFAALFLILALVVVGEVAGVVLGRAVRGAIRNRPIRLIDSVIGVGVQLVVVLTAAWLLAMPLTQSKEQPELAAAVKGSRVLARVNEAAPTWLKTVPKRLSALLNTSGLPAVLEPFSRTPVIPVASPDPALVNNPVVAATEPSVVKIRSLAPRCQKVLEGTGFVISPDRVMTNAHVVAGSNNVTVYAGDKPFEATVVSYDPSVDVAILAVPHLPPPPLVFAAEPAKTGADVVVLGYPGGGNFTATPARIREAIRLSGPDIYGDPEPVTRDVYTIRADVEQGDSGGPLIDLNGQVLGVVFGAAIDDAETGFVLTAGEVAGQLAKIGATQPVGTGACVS
UGM FP inh = inhibitors of M. tuberculosis UDP-galactopyranose mutase; inhibition, % at 10 µM; 0.06% of 320,000 active; purified UGM, fluorescence polarization probe displacement; AID 504406; in the data active = inhibition above about 10%, passing the limit was not always enough; inconclusive = no clear call, values can overlap the other calls
Target sequence (P9WIQ1 whole entry, looked up): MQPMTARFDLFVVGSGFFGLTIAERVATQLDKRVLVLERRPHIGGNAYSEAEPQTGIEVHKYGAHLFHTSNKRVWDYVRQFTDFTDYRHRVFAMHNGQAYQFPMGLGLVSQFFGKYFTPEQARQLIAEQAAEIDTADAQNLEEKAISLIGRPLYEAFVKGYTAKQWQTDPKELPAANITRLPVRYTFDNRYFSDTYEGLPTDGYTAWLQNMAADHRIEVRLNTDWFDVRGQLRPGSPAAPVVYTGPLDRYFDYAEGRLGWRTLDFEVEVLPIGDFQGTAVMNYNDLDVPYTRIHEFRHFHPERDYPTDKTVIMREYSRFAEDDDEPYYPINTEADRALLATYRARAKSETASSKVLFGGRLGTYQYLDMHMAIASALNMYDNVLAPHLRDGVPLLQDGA
MazF activator = activators of E. coli MazEF toxin-antitoxin RNase. FAM/BHQ RNA-DNA oligo cleavage fluorescence, 5 h. P0AE70. 0.32% of 350,000 active. activation, % at 20 µM; in the data active = activation above about 50%
BoNT-F LC inh = BoNT F light chain protease inhibition; Multiplex microsphere protease cleavage assay, flow cytometry; 0.22% of 360,000 active; inhibition, % at 10 µM; in the data active = inhibition above about 35%, passing the limit was not always enough; inconclusive = no clear call, values can overlap the other calls; also: plate controls were buffer without enzyme for full effect and enzyme alone for no effect
CCHF vOTU inh = CCHFV vOTU protease inhibition; Pep-AMC fluorescence; inhibition, % at 11.5 µM; 0.55% of 370,000 active; AID 651958; also: 0% = vehicle wells with enzyme and 100% = no enzyme wells
BioA inh = blocks M. tuberculosis BioA enzyme activity; purified M. tuberculosis BioA enzyme, plate reader; inhibition, % at 9.99 µM; 0.096% of 360,000 active; AID 602481; in the data active = inhibition above about 40%; inconclusive = no clear call, values can overlap the other calls
FadD28 binding = inhibitors of Mycobacterium tuberculosis FadD28 bisubstrate binding; FadD28 bisubstrate probe binding, fluorescence polarization; inhibition, % at 12.5 µM; 0.22% of 360,000 active; in the data active = inhibition above about 8.5%, passing the limit was not always enough; inconclusive = no clear call, values can overlap the other calls
Mtb FBA inh = Mtb fructose-bisphosphate aldolase inhibition. P9WQA3. purified M. tuberculosis FBA, fluorescence read-out. inhibition, % at 1 µM. 2.3% of 360,000 active; in the data active = inhibition above about 27%;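 also: 0% = vehicle and 100% = reference inhibitor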
VHR inh abs = blocks human VHR1 dual specificity phosphatase; recombinant VHR phosphatase, pNPP absorbance; 0.52% of 290,000 active; P51452; inhibition, % at 13.3 µM; in the data active = inhibition above about 50%; also: some compounds called inactive have numbers as strong as hits
Target sequence (P51452 whole entry, looked up): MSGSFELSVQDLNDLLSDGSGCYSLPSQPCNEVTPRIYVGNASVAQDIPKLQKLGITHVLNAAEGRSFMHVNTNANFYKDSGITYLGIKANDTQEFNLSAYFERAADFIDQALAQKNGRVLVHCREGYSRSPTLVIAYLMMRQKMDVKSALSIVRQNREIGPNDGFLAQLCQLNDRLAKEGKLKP
An asterisk follows results filed as active; ? = inconclusive; . = not tested or not shown. Rule as the data show it, unless noted: active = inhibition above about 30%; inactive = the rest.

The opening six records as a preview:
SMILES	GDH-TPI counter	Rv3671c inh	UGM FP inh	MazF activator	BoNT-F LC inh	CCHF vOTU inh	BioA inh	FadD28 binding	Mtb FBA inh	VHR inh abs
CC(CCc1ccccc1)NCC(O)c1cccc([N+](=O)[O-])c1 (stereo not drawn)	-9	-3	-0.2	11	-9	6	.	-4.3	2	30
NC(=O)COC(=O)c1ccccc1SCC(=O)NC1CCCCCC1	5	-3	-0.9	22	-3	20	4.3	-0.3	2	-23
COc1cccc(/C=N/Nc2ncnc3c2[nH]c2ccc(C)cc23)c1OC	26	-5	0.9	-25	-4	7	.	1.5	2	89
COc1cc2[nH]c(=O)n(CCC(=O)NCCC(C)C)c(=O)c2cc1OC	0	-4	-1.9	-2	-2	-1	0.7	-1.9	8	6
COc1ccc(-c2c[n+](CC(=O)c3cccs3)c3n2CCC3)cc1	10	-1	1.4	1	6	-7	.	-1.8	-2	21
CC(=O)Nc1ccnn1C1CCN(C(=O)c2cccc(C)c2C)CC1	-6	-10	0.0	14	5	-4	-4.1	-1.3	1	32

The whole of this part, repeating the preview:
SMILES	GDH-TPI counter	Rv3671c inh	UGM FP inh	MazF activator	BoNT-F LC inh	CCHF vOTU inh	BioA inh	FadD28 binding	Mtb FBA inh	VHR inh abs
CC(CCc1ccccc1)NCC(O)c1cccc([N+](=O)[O-])c1 (stereo not drawn)	-9	-3	-0.2	11	-9	6	.	-4.3	2	30
NC(=O)COC(=O)c1ccccc1SCC(=O)NC1CCCCCC1	5	-3	-0.9	22	-3	20	4.3	-0.3	2	-23
COc1cccc(/C=N/Nc2ncnc3c2[nH]c2ccc(C)cc23)c1OC	26	-5	0.9	-25	-4	7	.	1.5	2	89
COc1cc2[nH]c(=O)n(CCC(=O)NCCC(C)C)c(=O)c2cc1OC	0	-4	-1.9	-2	-2	-1	0.7	-1.9	8	6
COc1ccc(-c2c[n+](CC(=O)c3cccs3)c3n2CCC3)cc1	10	-1	1.4	1	6	-7	.	-1.8	-2	21
CC(=O)Nc1ccnn1C1CCN(C(=O)c2cccc(C)c2C)CC1	-6	-10	0.0	14	5	-4	-4.1	-1.3	1	32
COC(=O)C1=C(C)N(CCCC(=O)O)C(=O)NC1c1ccc(-c2ccccc2)cc1 (stereo not drawn)	3	-5	3.3	3	-1	6	0.7	-2.4	-3	12
CCOC(=O)C1(Cc2cccc(OC)c2)CCN(Cc2ccc3c(c2)OCCO3)CC1	-3	6	2.8	-1	1	-2	2.4	-4.2	-2	15
Cc1ccc(NC(=S)Nc2ccc(S(=O)(=O)N3CCOCC3)cc2)cc1S(=O)(=O)N1CCOCC1	14	3	-2.6	-22	-4	-2	-7.1	-2.5	0	-11
CCOC(=O)c1c(NC(=O)CSc2c[nH]c3ccccc23)sc2c1CCCC2	4	-21	-1.8	4	3	19	-1.8	-4.4	-2	11
Cc1cc(C)c(CN2CCN(CCCn3ccc(NC(=O)OCc4ccccc4)nc3=O)CC2)c(C)c1	1	.	.	-52	-6	10	0.3	-3.2	-3	.
Cc1ccc(C)c(N2CCN(CCN3CCCCC3)CC2)c1	-2	-5	1.2	5	-1	10	0.2	-0.7	1	38
CCOC(=O)[C@@H]1[C@H]2COc3cc(OC)ccc3[C@@H]2N2C(=O)N(c3cccc(C)c3)C(=O)[C@]12C	-9	-1	-1.9	4	-10	-6	-0.3	-2.5	1	.
CCOC(=O)N/N=C/c1cc(C)n(-c2ccccc2)c1C	9	2	-2.4	2	-10	-8	.	-2.6	1	-2
COc1ccc(C2c3c(nc(C)[nH]c3=O)Oc3c2c(=O)oc2ccccc32)cc1 (stereo not drawn)	.	-14	3.2	22	.	8	.	.	.	0
O=C(Nc1ccccc1C(=O)N1CCCC1)c1ccc(Cl)c([N+](=O)[O-])c1	10	-11	0.6	-3	-2	2	.	2.2	5	-2
O=S(=O)(N/N=C\c1ccccc1O)c1ccc(Cl)cc1	7	.	-0.3	-6	9	16	0.2	-8.4	0	37
Cc1cc2c(=O)[nH]cnc2s1	11	-4	3.0	5	-6	12	.	-2.3	2	32
Cc1nc(CNS(=O)(=O)c2cccnc2)cs1	2	-9	0.1	2	-1	12	-0.3	-1.2	2	-16
CC(C)C[C@@H](COc1ccccc1)N1CCN(C)CCC1=O	8	-7	0.0	4	9	8	-0.6	-2.8	3	33

Copied from the list:
Reading of CC(CCc1ccccc1)NCC(O)c1cccc([N+](=O)[O-])c1 (stereo not drawn) under UGM FP inh: -0.2
Reading of CC(=O)Nc1ccnn1C1CCN(C(=O)c2cccc(C)c2C)CC1 under VHR inh abs: 32

The listing continues.
SMILES	GDH-TPI counter	Rv3671c inh	UGM FP inh	MazF activator	BoNT-F LC inh	CCHF vOTU inh	BioA inh	FadD28 binding	Mtb FBA inh	VHR inh abs
COc1ccc(NC(=S)c2ccncc2)cc1	7	0	-1.5	-1	-10	0	.	0.2	1	4
Nc1c2c(nc3sc4c(c13)CCCC4)CCCCC2	16	8	3.5	-1	-4	-5	-1.2	-0.8	0	-2
Cc1csc(SCCn2c(N3CCOCC3)nc3c2c(=O)[nH]c(=O)n3C)n1	7	2	0.0	5	2	3	-0.6	-0.1	-1	2
Cn1c(=O)n(C)c2cc(CNC(=O)[C@H]3O[C@@H](n4cnc5c(N)ncnc54)[C@H](O)[C@@H]3O)ccc21	.	.	.	.	-3	-10	3.0	-2.7	2	.
CCN(CC(=O)NCc1ccc(F)cc1)C(=O)/C=C/c1cccs1	9	0	0.4	-20	1	-8	-0.8	-1.2	1	8
COc1cc(C(=O)NCC(=O)NCCSc2ccc(Br)cc2)cc(OC)c1OC	1	-15	3.1	-1	-4	0	.	-4.5	1	.
CN1c2ccccc2-c2ccccc2S1(=O)=O	-5	.	.	7	-1	6	-1.1	-5.5	-1	.
COCCn1c(C)cc(C(=O)COC(=O)Cc2n[nH]c(=O)c3ccccc23)c1C	15	.	.	-5	3	-4	-0.3	0.5	3	.
COc1cccc(C2=NOC(C(=O)N3CCc4ccccc4C3)C2)c1 (stereo not drawn)	0	-3	-1.4	12	-6	6	1.2	-0.2	2	55*
CC(=O)NC12CC3CC(C1)CC(C(=O)Oc1ccc(N(C)S(=O)(=O)c4cc(C)ccc4C)cc1)(C3)C2	-6	-24	6.2	1	1	-12	0.3	-1.3	-1	.
COc1ccccc1C1C(C#N)=C(N)Oc2c1oc(CO)cc2=O (stereo not drawn)	4	5	-0.3	-11	17	-2	1.7	-1.3	3	-7
CC(=O)N1N=C(c2ccc(C)cc2)OC1c1ccc(C)cc1 (stereo not drawn)	-2	-2	1.0	1	-2	-5	-0.4	-0.8	2	-6
O=C(Nc1nc(-c2ccccc2)cs1)c1cccc(S(=O)(=O)N2CCN(Cc3ccccc3)CC2)c1	7	-85	-0.7	-21	-18	3	-7.2	-0.7	3	21
Cc1ccc(C2C(C(=O)c3cc4ccccc4o3)=C(O)C(=O)N2c2cc(C)on2)cc1 (stereo not drawn)	14	-6	0.5	9	-5	7	-1.1	-3.8	9	12
O=C(Nc1cc(Br)ccc1O)c1cc(-c2ccco2)on1	6	-21	1.7	13	-4	20	0.6	-2.7	1	27
CCCCc1ccc(NC(=O)CSCc2cc(=O)[nH][nH]2)cc1	-3	-8	1.6	8	19	11	-1.6	-1.6	1	13
COc1ccc(NC(=O)c2cc(-c3cc(F)ccc3OC(C)C)n[nH]2)c(OC)c1	-3	.	.	.	-6	21	-1.2	-2.7	-2	.
CN1C(=O)C(C)(C)c2cc(S(=O)(=O)N3CCN(c4ccccc4F)CC3)ccc21	2	9	1.2	7	-4	-2	0.6	-3.4	3	13
COCCNc1cc(C)nc2c(-c3ccccc3OC)c(C)nn12	14	2	0.8	5	-7	7	-2.1	1.2	6	21
CC(=O)C1=CCC(c2ccc(Cl)cc2)N(S(=O)(=O)c2ccccc2)C1 (stereo not drawn)	.	.	.	.	-8	-5	-0.1	-3.9	0	.
Cc1ccc(C(=O)O)cc1NC(=O)Nc1cccc2ccccc12	0	1	0.7	-4	0	-14	1.4	-1.9	9	-2
COc1cccc(CNC(=O)CCS(=O)(=O)c2ccc3c(c2)oc(=O)n3C)c1	6	-1	-0.3	9	2	6	2.2	-1.5	1	-9
C=CCn1c(C(C)C)nc2ccccc21	-1	-3	-3.4	2	-4	-6	-1.6	-2.1	-1	4
Cc1onc(-c2c(Cl)cccc2Cl)c1C(=O)NC(=S)Nc1sc2c(c1C(N)=O)CCC(C)C2 (stereo not drawn)	9	-6	0.5	-7	1	-8	.	-2.1	-3	-5
CCOCCCNC(=O)c1ccc2c(c1)ncn2-c1ccc(CC)cc1	0	-7	1.7	3	-2	-12	-3.8	-1.2	0	13
COCCN(CC(=O)NCC1CCCO1)C(=O)CCC(=O)Nc1ccccn1 (stereo not drawn)	4	-2	-0.6	2	-8	10	.	0.4	2	19
CCOc1ccc(NC(=O)CSc2nnc(Cn3cnc4ccccc43)n2C)cc1	3	-5	0.6	-1	?	9	0.9	-4.1	-1	-18
O=C(Nc1cc2c3c(c1)CC(=O)N3CCC2)c1ccc(Br)o1	11	0	-0.7	-1	13	-9	-1.3	-0.5	2	.
CCC(C(=O)O)N1C(=O)/C(=C/C(C)=C/c2ccccc2)SC1=S (stereo not drawn)	0	0	1.4	3	0	22	.	-4.1	-11	1
CCOC(=O)Nc1c(C(=O)OC)[nH]c2cc(OC)ccc12	13	-2	1.5	5	1	3	0.4	-1.1	6	10
O=C(NCCN1CCOCC1)C(=O)NCc1ccc2c(c1)OCO2	-12	6	-1.7	-3	6	1	.	-1.9	-6	19
COc1ccc(CCC(=O)NCc2cccc(C(F)(F)F)c2)cc1	0	5	0.0	7	8	-1	-0.7	.	0	.
Cc1nonc1CN(C)C(=O)c1ccc(OC2CCN(C(=O)c3cccnc3)CC2)cc1	-4	1	1.0	4	4	-3	1.1	1.0	1	26
CCN1CCN(c2ccc(S(=O)(=O)N3CCCCC3)cc2NC(=O)Cc2ccc(OC)cc2)CC1	-7	3	0.7	1	-7	-10	-0.2	-2.9	1	5
CCn1nc(C)c(Br)c1-c1nc(CS(=O)(=O)c2ccsc2)no1	2	-1	-0.4	0	?	-10	5.5	-2.1	2	12
O=C1COc2ccc(C(=O)COC(=O)c3cnc(Cl)c(Cl)c3)cc2N1	-1	1	-0.2	9	-3	-3	.	-0.1	0	5
Cc1cc(/C=C(\C#N)C(=O)NCc2cccs2)c(C)[nH]1	17	0	0.0	4	0	15	.	1.6	1	12
Cc1cc(C)cc(NC(=O)C2CC3CCC2C3)c1 (stereo not drawn)	7	.	-3.3	2	-32	11	-0.3	-0.1	0	-3
O=C(NCc1ccccc1)c1ccc(Cl)c(S(=O)(=O)N2CCCC2)c1	-17	5	1.7	-3	-2	-6	-0.5	-0.9	0	.
Cc1c(Cl)cccc1NC(=O)CNC(=O)CCCc1nc2ccccc2c(=O)[nH]1	0	.	.	-4	14	1	.	-0.9	4	.
CC(C)c1ccc(C2(C)NC(=O)N(CC(=O)N3CCN(C(=O)c4cccs4)CC3)C2=O)cc1 (stereo not drawn)	2	-5	0.9	7	-12	-19	-0.4	-1.7	0	.
CC(C)C[C@H]1CN=C(Nc2ccccc2)N1CCC1CCCC1	6	-6	-0.7	10	-12	3	-1.2	-0.4	0	1
CC1CC1c1ccc(/C=C(\C#N)C(=O)Nc2cccc(Cl)c2Cl)o1 (stereo not drawn)	4	-7	-1.2	-279	-5	6	-2.6	-1.6	2	-14
O=[N+]([O-])c1ccc(CSc2nnc(-c3cccnc3)o2)cc1	-3	.	-1.8	3	-18	-1	20	0.3	-1	4
COc1cccc(OCCCn2cc(/C=C3/C(=N)N4C=C(C)SC4=NC3=O)c3ccccc32)c1	5	-6	4.6	-24	-45	-11	.	-0.9	2	-4
COCCn1c(SCC(=O)NC2CCCCC2)nc2c(c1=O)SCC2	6	-10	0.9	4	-3	0	2.6	-2.5	-1	-2
Cc1ccc(NC(=O)C2CC(=O)N(c3ccc4c(c3)OCCO4)C2)cc1S(=O)(=O)N1CCCCCC1 (stereo not drawn)	-6	-6	-0.3	-6	-6	-3	0.3	-3.4	2	.
